Growth percent in the NCI-60 one-dose screen (48 h, 10 µM unless noted): 100 = growth as untreated, 0 = no growth, -100 = all killed.
NCI-H322M = NCI-H322M lung cancer; 2.7% of 80,000 active; AID 1794733
NCI-H226 = NCI-H226 lung cancer; 3.5% of 79,000 active
HT29 = HT29 colon cancer; 7.4% of 81,000 active
RXF 393 = RXF 393 renal cancer cells; 6.9% of 77,000 active
A498 = A498 renal cancer cells | AID 1794774 | 5.4% of 76,000 active
NCI-H522 = NCI-H522 lung cancer; 8% of 78,000 active
NCI-H23 = NCI-H23 lung cancer; 4% of 80,000 active; AID 1794731
NCI-H460 = NCI-H460 lung cancer; 6.8% of 82,000 active
COLO 205 = COLO 205 colon cancer | 7.3% of 79,000 active | AID 1794742
* hit, by the source's call; x = no result given. Rule for the calls: active = growth percent below 10; inactive = the rest.

#1 CC(OCCCl)OCc1ccc2c(c1)OCO2 (stereo unspecified)
#2 COc1ccc(-c2csc(N=Nc3c(O)[nH]c4ccc(OC)cc34)n2)cc1
#3 O=c1cc2oc3cc(O)c(O)cc3c(-c3ccccc3O)c-2cc1O
#4 COc1ccc(-c2cc(NC(=O)Nc3ccc4ncsc4c3)no2)cc1
#5 c1csc(-c2cn3nc(-c4c[nH]c5ccccc45)sc3n2)c1
#6 NC(N)=N/N=C(/c1ccccc1)c1ccc(Cl)cc1
#7 c1ccc2c(c1)OCc1nccn1-2
#8 CCCCCCNC(=O)n1cc(F)c(=O)[nH]c1=O
#9 O=C1CC(n2c(O)c(C=Nc3cccnc3)sc2=S)C(=O)N1c1cccnc1 (stereo unspecified)
#10 C(=N/N=C1c2ccccc2-c2ccccc21)/c1c[nH]c2ccccc12
compound no.	1	2	3	4	5	6	7	8	9	10
NCI-H322M	102	86	58	107	25	58	115	56	114	x
NCI-H226	117	79	87	101	72	89	101	75	x	58
HT29	106	88	x	97	6.1*	26	103	30	121	65
RXF 393	112	98	60	129	34	95	107	56	108	90
A498	114	135	48	100	21	56	116	59	104	104
NCI-H522	106	77	67	88	-6.1*	59	x	33	107	88
NCI-H23	109	80	82	100	37	84	98	56	108	76
NCI-H460	113	69	96	100	11	52	107	10	107	63
COLO 205	105	85	126	125	5.5*	x	102	42	114	53

#11 c1ccc(-c2nnc3nc(N4CCCCC4)nc(N4CCCCC4)n23)cc1
#12 CCC(CC)COC(=O)c1ccc(O)c(O)c1
#13 O=C(C[n+]1ccccc1)c1ccc2ccccc2c1
#14 Cc1cc(C)nc(NS(=O)(=O)c2ccc(Nc3nc4nc(NCc5ccccc5)nc(-c5ccc(O)cc5O)c4c(=O)[nH]3)cc2)n1
#15 C/C=C/C(O)c1ccccc1 (stereo unspecified)
#16 CC1=[O+][B-](F)(F)Oc2cc(C)oc(=O)c21
#17 O=[N+]([O-])c1cnc(N2CCN(CC3CC3)CC2)nc1N1CCN(CC2CC2)CC1
#18 COc1ccc2cc(C(=O)c3cn(-c4ccc(Cl)cc4)nc3C(C)=O)ccc2c1
#19 CCCCOC(=O)CCC(C)=O
#20 Cc1[nH]c(/C=C/C(=O)c2ccc(C(F)(F)F)c(F)c2)c(C)c1C(=O)NCC(C)C
compound no.	11	12	13	14	15	16	17	18	19	20
NCI-H322M	107	85	95	119	100	88	89	85	97	101
NCI-H226	114	64	96	70	106	98	81	102	108	98
HT29	76	97	92	112	101	110	87	58	107	102
RXF 393	98	66	x	80	124	105	73	103	133	94
A498	44	x	x	121	95	102	87	94	97	69
NCI-H522	73	-5.6*	103	x	95	97	94	17	107	99
NCI-H23	93	81	88	91	92	103	95	86	111	101
NCI-H460	94	74	104	101	109	105	102	97	116	101
COLO 205	125	96	102	102	107	113	97	102	117	113

Part of the list above, limited to NCI-H322M.
nr | compound | NCI-H322M
12 | CCC(CC)COC(=O)c1ccc(O)c(O)c1 | 85
13 | O=C(C[n+]1ccccc1)c1ccc2ccccc2c1 | 95

The list goes on.
#21 CC(=O)C1=C(C)NC(SCC(=O)Nc2ccc(S(N)(=O)=O)cc2)=NC1c1ccccc1 (stereo unspecified)
#22 C/C(=C(/c1ccccc1)c1ccc(N2C(=O)c3cccc4c(N5CCN(C)CC5)ccc(c34)C2=O)cc1)c1ccccc1
#23 CCOC(=O)c1c2c(c(-c3ccc(OC)cc3)n1Cc1cccc(OC)c1)CCCc1cnoc1-2
#24 O=S(=O)(c1ccccc1)n1cc2c(c1)-c1nc(Nc3ccccn3)sc1CC2
#25 COc1ccc(C(=O)C[n+]2ccn(CCC(=O)Nc3cccc4cccnc34)c2)cc1
#26 CCCCOP(=O)(COP(=O)(OC(C)C)OC(C)C)OCCCC
#27 N/C(=N\c1nc2ccccc2s1)NC(=O)Nc1ccc(Cl)cc1Cl
#28 Cc1nonc1C(=O)C1[C@H]2[C@@H]1C(=O)O[C@@H]2CO (stereo partly specified)
#29 C=C(C)[C@@H]1CC[C@]2(C(=O)N3CCN(C)CC3)CC[C@]3(C)[C@H](CC[C@@H]4[C@@]5(C)C/C(=C/c6ccc(C(F)(F)F)cc6)C(=O)C(C)(C)[C@@H]5CC[C@]43C)[C@@H]12
#30 COc1ccc(-c2cc(/C=C3\C(=O)Nc4ccc(Cl)cc43)[nH]n2)cc1
compound no.	21	22	23	24	25	26	27	28	29	30
NCI-H322M	101	100	99	73	95	x	-51*	x	97	77
NCI-H226	104	70	89	64	88	102	-40*	x	101	76
HT29	114	25	60	61	82	x	-90*	102	96	11
RXF 393	x	75	97	74	100	115	-84*	100	97	51
A498	129	86	81	59	x	107	-85*	97	97	66
NCI-H522	105	82	88	53	86	x	-79*	99	94	9.4*
NCI-H23	97	60	87	44	86	115	-83*	105	99	63
NCI-H460	128	83	77	73	100	104	-96*	113	98	37
COLO 205	124	81	73	86	90	133	-88*	118	105	37

#31 Cc1cc2ccccc2n1/C=C/C1=[N+](C)c2ccccc2C1(C)C
#32 C#CC#CC#CC#CC#CC#CC#CC#CCC1OC[C@H](COC(=O)O[C@@H](C(=O)O[C@H]2C[C@@]3(O)[C@@H](OC(=O)c4ccccc4)[C@@H]4[C@]5(OC(C)=O)CO[C@@H]5C[C@H](O)[C@@]4(C)C(=O)[C@H](OC(C)=O)C(=C2C)C3(C)C)[C@@H](NC(=O)c2ccccc2)c2ccccc2)O1 (stereo partly specified)
#33 CC(=O)Nc1ccc2c(c1)Cc1ccc(Cl)cc1-2
#34 COc1ccc2c(c1)c1cc3ccncc3nc1n2C
#35 O=C(NC[C@@H]1CN(c2ccc(N3CCC(C(=O)O)CC3)cc2)C(=O)O1)c1ccc(-c2noc(=O)[nH]2)cc1
#36 CC(C)Cn1c(-c2ccccc2-c2ccccc2)nc(-c2ccccc2)c1-c1ccccc1
#37 O=[N+]([O-])c1cccc(N=Cc2ccccc2)c1
#38 O=C1/C(=C/c2ccc(F)cc2)Cc2ccccc21
#39 Cc1cc(=O)[nH]n1-c1ccc(C#N)cc1N
#40 Cc1ccc(C(=O)c2ccccc2)cc1C
compound no.	31	32	33	34	35	36	37	38	39	40
NCI-H322M	106	32	84	73	106	73	113	95	90	96
NCI-H226	72	51	100	56	102	80	100	94	x	99
HT29	56	7.5*	98	48	108	44	101	91	106	105
RXF 393	100	-2.1*	105	72	107	87	105	100	115	99
A498	63	-1.2*	105	39	103	102	110	x	87	102
NCI-H522	63	42	73	45	93	51	88	x	x	99
NCI-H23	65	33	105	58	99	57	111	100	100	96
NCI-H460	73	10	111	46	105	63	119	103	123	105
COLO 205	78	23	114	49	104	68	118	115	116	111

Nos. 12 to 25 of the list above:
#12 CCC(CC)COC(=O)c1ccc(O)c(O)c1
#13 O=C(C[n+]1ccccc1)c1ccc2ccccc2c1
#14 Cc1cc(C)nc(NS(=O)(=O)c2ccc(Nc3nc4nc(NCc5ccccc5)nc(-c5ccc(O)cc5O)c4c(=O)[nH]3)cc2)n1
#15 C/C=C/C(O)c1ccccc1 (stereo unspecified)
#16 CC1=[O+][B-](F)(F)Oc2cc(C)oc(=O)c21
#17 O=[N+]([O-])c1cnc(N2CCN(CC3CC3)CC2)nc1N1CCN(CC2CC2)CC1
#18 COc1ccc2cc(C(=O)c3cn(-c4ccc(Cl)cc4)nc3C(C)=O)ccc2c1
#19 CCCCOC(=O)CCC(C)=O
#20 Cc1[nH]c(/C=C/C(=O)c2ccc(C(F)(F)F)c(F)c2)c(C)c1C(=O)NCC(C)C
#21 CC(=O)C1=C(C)NC(SCC(=O)Nc2ccc(S(N)(=O)=O)cc2)=NC1c1ccccc1 (stereo unspecified)
#22 C/C(=C(/c1ccccc1)c1ccc(N2C(=O)c3cccc4c(N5CCN(C)CC5)ccc(c34)C2=O)cc1)c1ccccc1
#23 CCOC(=O)c1c2c(c(-c3ccc(OC)cc3)n1Cc1cccc(OC)c1)CCCc1cnoc1-2
compound no.	12	13	14	15	16	17	18	19	20	21	22	23
NCI-H322M	85	95	119	100	88	89	85	97	101	101	100	99
NCI-H226	64	96	70	106	98	81	102	108	98	104	70	89
HT29	97	92	112	101	110	87	58	107	102	114	25	60
RXF 393	66	x	80	124	105	73	103	133	94	x	75	97
A498	x	x	121	95	102	87	94	97	69	129	86	81
NCI-H522	-5.6*	103	x	95	97	94	17	107	99	105	82	88
NCI-H23	81	88	91	92	103	95	86	111	101	97	60	87
NCI-H460	74	104	101	109	105	102	97	116	101	128	83	77
COLO 205	96	102	102	107	113	97	102	117	113	124	81	73

#24 O=S(=O)(c1ccccc1)n1cc2c(c1)-c1nc(Nc3ccccn3)sc1CC2
#25 COc1ccc(C(=O)C[n+]2ccn(CCC(=O)Nc3cccc4cccnc34)c2)cc1
compound no.	24	25
NCI-H322M	73	95
NCI-H226	64	88
HT29	61	82
RXF 393	74	100
A498	59	x
NCI-H522	53	86
NCI-H23	44	86
NCI-H460	73	100
COLO 205	86	90

(list continues)
#41 O=C(CC(=O)C(F)(F)F)c1cc2ccccc2s1
#42 OC(c1ccccc1)(c1ccc(Br)cc1)C(O)(c1ccccc1)c1ccc(Br)cc1 (stereo unspecified)
#43 COc1cccc(-c2nn(C(C)(C)C)cc2-c2ccnc(NCCCNS(=O)(=O)c3ccc(C)cc3)c2)c1
#44 COC(=O)/C=C/c1cc(O)c2oc(-c3ccc(O)c(O)c3)c(C(=O)OC)c2c1
#45 CCOc1cc(C=Nc2cccc(C(F)(F)F)c2)ccc1O
#46 COc1ccc(C(=O)Cn2cnc3c(Nc4cc(C(=O)Nc5ccc(N6CCN(CCO)CC6)cc5)ccc4C)ncnc32)cc1
#47 CCN1CCN(c2nc(-c3cc(OC)c(OC)c(OC)c3)nc3ccccc23)CC1
#48 NC(N)=Nc1ccc(S(=O)(=O)O)cc1
#49 Cc1c[n+](C)cc2c(=O)n(-c3ccccc3)n(C)c12
#50 CC(=O)C(C(c1ccccc1)N1CCOCC1)N1CCOCC1 (stereo unspecified)
compound no.	41	42	43	44	45	46	47	48	49	50
NCI-H322M	94	72	106	49	95	101	82	114	111	106
NCI-H226	87	70	101	18	90	97	75	105	94	106
HT29	99	30	105	60	100	101	80	111	99	91
RXF 393	62	56	109	x	99	113	101	136	99	101
A498	102	74	94	18	92	111	99	98	82	98
NCI-H522	79	18	99	-0.9*	x	88	83	79	95	93
NCI-H23	54	53	105	30	113	98	84	102	100	81
NCI-H460	69	65	103	29	106	108	103	109	107	101
COLO 205	129	68	121	x	109	104	75	109	104	102

#51 O=C(/C=C/c1ccc(O)cc1)Oc1ccc(/C=C/c2cc(OC(=O)/C=C/c3ccc(O)cc3)cc(OC(=O)/C=C/c3ccc(O)cc3)c2)cc1
#52 O=C(CSc1nc2ccccc2o1)N1c2ccccc2Sc2ccccc21
#53 N#Cc1c(-c2ccccc2)nc(SCc2nnc(-c3ccc(Cl)cc3)o2)[nH]c1=O
#54 COc1ccc2nccc(CC(O)C(Cl)(Cl)Cl)c2c1 (stereo unspecified)
#55 O=c1[nH]c(=O)c2c(-c3cc4ccccc4oc3=O)ccnc2[nH]1
#56 OCCOc1cc(Cl)cc(Cl)c1
#57 CCOC(=O)c1[nH]c(CCl)c(C(=O)OCC)c1C
#58 CCCCCCCCCCCCCCCCCC1=Nc2ccccc2NC(=O)C1
#59 O=C(OC1C2C=CC1C1C(=O)NC21)c1ccccc1 (stereo unspecified)
#60 CC(SC(C)C(=O)N/N=C/c1ccc(F)cc1)C(=O)N/N=C\c1ccc(F)cc1 (stereo unspecified)
compound no.	51	52	53	54	55	56	57	58	59	60
NCI-H322M	106	88	104	100	97	114	99	x	113	99
NCI-H226	92	82	97	81	75	97	102	97	97	92
HT29	97	90	94	90	102	102	106	96	109	98
RXF 393	112	92	106	x	70	110	104	106	108	111
A498	82	89	107	78	148	113	111	94	119	94
NCI-H522	78	70	71	82	68	93	104	87	123	85
NCI-H23	91	88	105	97	61	109	96	x	113	95
NCI-H460	102	86	105	111	89	101	103	105	108	110
COLO 205	111	x	89	108	108	114	115	109	104	105

#61 CC(C)C(=O)Nc1cc(-c2ccc(C#N)n2C)ccc1F
#62 O=S(=O)(Nc1ccc(F)cc1F)c1ccc(-c2cnc(C3CC3)o2)cc1
#63 Nc1nc(Cl)cc(=O)[nH]1
#64 Brc1ccc(Nc2c(-c3c[nH]c4ccccc34)nc3sc4ccccc4n23)cc1
#65 COc1cc(C2CC(=O)Nc3c2c(C)nn3C)cc(OC)c1O (stereo unspecified)
#66 C=C(C)[C@@H]1CC[C@]2(C(=O)NCCCCCCC(CCCN)CCCN)CC[C@]3(C)[C@H](CC[C@@H]4[C@@]5(C)CCC(=O)C(C)(C)[C@@H]5CC[C@]43C)[C@@H]12
#67 CCCCCC(=O)N1CCOCC1
#68 CC[C@]12C=CCN3CC[C@@]4(c5cc(C#Cc6cccc(Nc7ncnc8cc(OCCOC)c(OCCOC)cc78)c6)c(OC)cc5N(C)[C@H]4[C@@](O)(C(=O)OC)[C@@H]1OC(C)=O)[C@@H]32
compound no.	61	62	63	64	65	66	67	68
NCI-H322M	93	47	117	102	97	104	103	96
NCI-H226	118	64	108	89	97	103	95	85
HT29	98	14	111	98	93	114	98	54
RXF 393	114	-1.9*	118	100	x	112	104	x
A498	98	-3.0*	107	107	x	93	66	103
NCI-H522	95	13	114	81	81	94	93	91
NCI-H23	103	38	111	88	97	102	98	77
NCI-H460	103	16	109	100	113	107	112	78
COLO 205	106	16	99	117	109	120	x	106
